# PERK inhibitor: blocks human PERK kinase; Q9NZJ5; CHO PERK-DD fusion, SEAP luminescence translation reporter; inhibition, % at 5.6 µM; 220,000 tested, 0.17% active; AID 1416;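 active means inhibition above the mean inhibition of all tested compounds plus 3 SD, set separately per screening campaign, cut at about 2.9% in these data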;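 further: PERK kinase domain activated by AP20187 dimerizer at 100 nM; 0% = DMSO with dimerizer and 100% = rapamycin at 8.4 µM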
# p97 inhibitor: human p97 ATPase inhibition; P55072; recombinant p97 ATPase, Kinase-Glo ATP luminescence, 3 h; inhibition, % at 8 µM; 220,000 tested, 0.42% active; in the data active means inhibition above about 15%;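 further: 0% = DMSO vehicle and 100% = wells lacking enzyme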
# Furin inhibitor: blocks human furin protease activity; 220,000 tested, 0.061% active; P09958; purified furin, fluorogenic substrate cleavage; inhibition, % at 30 µM; in the data active means inhibition above about 25%; further: inactives centre near -15
# Target sequence (P09958 108-714 limits assumed): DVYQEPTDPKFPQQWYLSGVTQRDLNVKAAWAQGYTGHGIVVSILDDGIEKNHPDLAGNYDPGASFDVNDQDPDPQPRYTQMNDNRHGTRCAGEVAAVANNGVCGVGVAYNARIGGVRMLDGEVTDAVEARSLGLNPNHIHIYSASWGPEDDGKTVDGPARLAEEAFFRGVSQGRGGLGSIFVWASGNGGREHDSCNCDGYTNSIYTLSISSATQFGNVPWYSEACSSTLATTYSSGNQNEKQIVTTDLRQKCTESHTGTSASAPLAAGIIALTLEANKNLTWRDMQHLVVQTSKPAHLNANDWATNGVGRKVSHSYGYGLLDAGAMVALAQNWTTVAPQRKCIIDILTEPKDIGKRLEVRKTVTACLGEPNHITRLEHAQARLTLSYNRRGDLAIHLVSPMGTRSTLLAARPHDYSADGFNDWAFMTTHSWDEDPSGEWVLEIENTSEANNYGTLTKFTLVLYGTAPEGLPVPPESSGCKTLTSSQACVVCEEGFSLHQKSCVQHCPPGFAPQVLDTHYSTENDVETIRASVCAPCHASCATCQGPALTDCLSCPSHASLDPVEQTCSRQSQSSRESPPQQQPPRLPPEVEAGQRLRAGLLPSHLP
# KCC2 mod: modulates chloride dependent transport by human KCC2; KCC2 cells, thallium flux FluoZin-2 fluorescence; B-score of Tl+ flux slope (higher = more flux/activation; lower = inhibition) at 10 µM; 190,000 tested, 2.2% active; AID 1456;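 active means thallium flux slope and its plate-corrected score both differing from the plate sample mean at a set confidence after two filtering rounds, in either direction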;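 further: slope of fluorescence scaled to starting intensity during 10 to 20 s after thallium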
# hK5 inh: kallikrein 5 (human) inhibition; inhibition, % at 5 µM; recombinant hK5, fluorogenic AMC substrate cleavage; 210,000 tested, 0.59% active; AID 873;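 active means inhibition of 40% or more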;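 further: 0% = enzyme controls without compound and 100% = no-enzyme blanks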
# Target sequence (Q9Y337 67-293 limits assumed): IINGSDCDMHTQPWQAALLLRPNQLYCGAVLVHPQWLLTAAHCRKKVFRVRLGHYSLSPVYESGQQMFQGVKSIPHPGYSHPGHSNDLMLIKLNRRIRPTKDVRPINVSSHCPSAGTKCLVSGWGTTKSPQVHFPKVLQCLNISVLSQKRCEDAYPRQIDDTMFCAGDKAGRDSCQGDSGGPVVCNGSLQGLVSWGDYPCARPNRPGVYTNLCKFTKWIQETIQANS
# FXIa inh 1536: factor XIa (human) inhibition | P03951 | inhibition, % at 5 µM | purified FXIa, Boc-Glu-Ala-Arg-AMC fluorogenic substrate | 220,000 tested, 0.14% active;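 active means inhibition of at least 40%; inactive means inhibition below 40%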;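 further: fluorescence of freed AMC excited at 355 nm; 0% = enzyme without compound and 100% = no enzyme blank; many of its hits are not listed in these tables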
# Wee1 degr inh: blocks degradation of human Wee1 kinase | P30291 | HeLa Luc-Wee1K328M stability, luciferase luminescence; 100% = proteasome inhibitor MG132 effect | reporter increase, % at 5 µM | 220,000 tested, 1.2% active | AID 1321;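 active means activation above the mean of all tested compounds plus 3 SD, set per screening run, cut at about 8.8% in these data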;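 further: cells exposed to compound for 20 h before luminescence read; 0% = DMSO alone and 100% = MG132 at 30 µM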
# Thrombin inh: blocks human thrombin protease activity; AID 1046; 220,000 tested, 0.26% active; alpha-thrombin, Boc-VPR-AMC fluorogenic substrate cleavage; P00734; inhibition, % at 5 µM;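 active means inhibition at or above 40%; inactive means inhibition below 40%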;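 further: 0% = enzyme with no compound and 100% = wells without enzyme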
#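 System – human alpha-thrombin · Medium – pH 7.5 Tris (50 mM) with NaCl 150 mM, Tween 20 0.05% · Compound – single-point dosing at 5 µM, 0.2% DMSO · Incubation – enzyme reaction carried out at room temperature · Technique – fluorescence of released AMC, ex 355 nm, em 460 nm · Read-out basis – % inhibition of thrombin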
# FXIIa inh: inhibitors of human coagulation factor XIIa; purified FXIIa, Boc-QGR-AMC fluorogenic substrate, 2 h; P00748; 220,000 tested, 0.3% active; inhibition, % at 5 µM; in the data active means inhibition above about 40%;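 further: 0% = enzyme with no compound and 100% = blank without enzyme; many of its hits are not listed in these tables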
# The depositor's hits bear a star; . = not tested or not shown; [ ] = another dose, or the depositor's remark.
SMILES,PERK inhibitor,p97 inhibitor,Furin inhibitor,KCC2 mod,hK5 inh,FXIa inh 1536,Wee1 degr inh,Thrombin inh,FXIIa inh
C=CCn1c(NCCOC)nc2c1c(=O)n(C)c(=O)n2C,0.4,2,-14,.,-2,6,-1,3,14
Cc1cc(Nc2cc(C)on2)n2ncnc2n1,0.2,2,-21,-0.037,-3,2,-1,-2,15
CCCCC1CCC(c2nc(-c3ccccn3)no2)CC1 (centres undefined),0.1,-4,-11,0.5,6,-8,2,-7,6
CCO[C@@H]1OC(C(=O)N2CCOCC2)=C[C@H](c2ccccc2)[C@H]1CCCO,1.7,1,-33,1.6,0,-1,6,-5,11
O=C(N/N=C/c1cc(Br)ccc1O)C(=O)Nc1ccccc1OC(F)(F)C(F)F,-1.8,-6,4[20 µM],0.09,-19,-4,-1,3,3
O=C(CSc1nnc2ccccn12)Nc1ccc2c(c1)OCO2,0.5,-1,-25,0.025,-5,-7,-3,-22,5
CCc1cc(C(=O)OC)c(N2C(=O)C3C4C=CC(C4)C3C2=O)s1 (centres undefined),-0.7,-5,-10[20 µM],-0.51,1,2,4,-2,-3
COc1cc(NC(=O)COC(=O)[C@@H]2CCCN2S(=O)(=O)c2ccc(Cl)cc2)cc(OC)c1OC,0.8,0,-22[20 µM],-1.1,2,5,-2,-19,-3
O=C(CN1C(=O)C2CCCCN2C(=O)c2ccccc21)Nc1ccc(F)cc1 (centres undefined),0.0,-2,-12,0.89,-12,-8,0,1,4
O=C(NCCOc1nc(N2CCCCC2)nc(N2CCOCC2)n1)Nc1ccccc1,-0.8,-1,-16[20 µM],-0.18,-15,6,-1,-1,12
Cc1ccc(C(=O)NCCc2ccc(S(N)(=O)=O)cc2)cc1[N+](=O)[O-],0.1,-2,-3,-0.088,4,-2,-1,12,7
O=Cc1cn(CC(=O)NCC2CCCO2)c2ccccc12 (centres undefined),0.6,-2,-19[20 µM],-0.0082,-4,9,-2,3,16
CC1=NN(c2cccc(Cl)c2)C(=O)C12CC(C)=C(C)CS2 (centres undefined),1.2,1,-12[20 µM],-0.19,-13,1,-1,-7,5
Cc1ccc(/C=C/C(=O)Nc2ccc(O)c3c(=O)cc(-c4ccccc4Cl)oc23)cc1,.,.,-26,-0.73,-2,-1,.,-3,1
COc1cccc(NC(=O)CSc2nncn2N)c1,0.8,6,-6,0.11,-10,15,3,1,9
Cc1cc(C)n(CC(O)CN(c2ccccc2)S(=O)(=O)c2ccccc2)n1 (centres undefined),-0.9,-8,-16,-0.61,-1,5,-2,8,17
CCOC(=O)N1CCN(c2cc(N3CCN(CC)CC3)c(F)cc2[N+](=O)[O-])CC1C (centres undefined),-0.4,-5,-22[20 µM],.,3,1,0,3,13
Cc1ccc(-c2nnc(Nc3ccc(C(N)=O)cc3)c3ccccc23)cc1S(=O)(=O)NCC1CCCO1 (centres undefined),1.5,9,-11,-1.4,0,1,0,0,12
Cc1ccc(N2CCN(/N=C/C3=C(N4CCOCC4)C(=C\c4ccccc4)/CC3)CC2)cc1,1.7,4,-18,0.41,2,-3,-2,-3,4
Cc1noc(NS(=O)(=O)c2ccc(N/C=C/C(=O)c3ccc4c(c3)OCO4)cc2)c1C,-0.6,-1,-19,-0.39,-6,4,5,-3,9
Cc1cc(C)nc(N2CCCC(C(=O)Nc3nc4ccc(S(C)(=O)=O)cc4s3)C2)n1 (centres undefined),-0.8,0,-17[20 µM],-2.2,-8,7,11*,2,14
CC(OC(=O)c1cccnc1)C(=O)Nc1ccc2c(c1)OCO2 (centres undefined),-0.8,4,-12,1.8,-4,-4,1,-7,5
CCc1nnc(NC(=O)c2ccc(S(=O)(=O)N3CCCCCC3)cc2)s1,-0.4,-5,-16,.,14,-10,2,4,19
CN1CCc2nc(SCC(=O)Nc3cccc(F)c3)c(C#N)c(-c3cccs3)c2C1,0.1,9,-14[20 µM],-0.63,1,-1,-2,-2,-1
Cc1cccc2sc(NC(=O)CCn3cccc3)nc12,-0.8,2,-20,-0.58,-2,-3,-1,-8,4
COc1ccccc1OCC(=O)NNC(=O)c1c(-c2ccccc2Cl)noc1C,0.9,0,-21,-0.035,-6,-5,0,3,5
CCn1nnc(NC(=S)NC(=O)c2ccc(-c3cccc(Cl)c3)o2)n1,1.1,2,-16,67*,-6,-1,0,-7,10
CC(C)[n+]1ccn(C2=C([O-])c3ccccc3C(=O)/C2=N\S(=O)(=O)c2ccccc2)c1,1.9,7,0,1.3,1,0,0,-6,4
CCOC(=O)CCC(NC(=O)CCCCCCCCC(=O)NC(CCC(=O)OCC)C(=O)OCC)C(=O)OCC (centres undefined),0.3,2,-19,0.022,-6,6,3,3,15
CC(=O)c1ccc(NC(=S)N2CC(C)CC(C)C2)cc1 (centres undefined),0.5,4,-10,0.78,-7,9,6,-4,12
CCOC(=O)c1c(NC(=O)CSc2ncnc3ccccc23)sc(C)c1C,0.2,4,-16,-1.1,-17,5,1,-2,12
COCCNC(=O)c1ccc2c(=O)n(Cc3ccco3)c(SCC(=O)NC3CCCC3)nc2c1,-1.2,0,-15[20 µM],0.62,5,5,-1,1,11
Cc1cc(N2CCN(c3ccccn3)CC2)n2c(nc3ccccc32)c1C#N,-1.1,-4,-11,.,-21,0,-2,1,8
CCOc1ccccc1C1CC(=O)NC2=C1C(=O)CCC2 (centres undefined),0.8,4,-26,.,-10,5,0,6,4
COc1ccc(-n2c(Cc3cc(=O)[nH]c(=O)[nH]3)nnc2SCC(=O)Nc2cc(C(F)(F)F)ccc2Cl)cc1,-0.1,-2,-13,-0.0087,-10,-5,5,-3,2
Cc1ccc(NC(=O)c2cc(-c3ccc(F)cc3)on2)cc1C,0.5,2,-36,0.03,-20,-10,-5,-1,-1
COc1ccc(-c2nnc(Nc3ccc(CC(N)=O)cc3)c3ccccc23)cc1,1.1,3,-12,-0.05,-1,1,4,0,6
Cc1cccc(/N=C/c2c(O)[nH]c3ccccc23)n1,-0.4,-2,-3,.,15,9,1,8,14
Cc1cc(NC(=O)CCC(=O)N(CC(=O)NC2CCCC2)Cc2ccc(F)cc2)no1,0.1,-3,-23[20 µM],-0.64,6,6,-2,6,15
N/C(COc1ccc(Cl)cc1Cl)=N\NS(=O)(=O)c1ccccc1,0.8,2,-2[20 µM],.,-4,-1,0,-1,11

# 3 compounds already listed, ordered by the number in Wee1 degr inh, rising:
SMILES,PERK inhibitor,p97 inhibitor,Furin inhibitor,KCC2 mod,hK5 inh,FXIa inh 1536,Wee1 degr inh,Thrombin inh,FXIIa inh
N/C(COc1ccc(Cl)cc1Cl)=N\NS(=O)(=O)c1ccccc1,0.8,2,-2[20 µM],.,-4,-1,0,-1,11
CCOC(=O)CCC(NC(=O)CCCCCCCCC(=O)NC(CCC(=O)OCC)C(=O)OCC)C(=O)OCC (centres undefined),0.3,2,-19,0.022,-6,6,3,3,15
COc1ccc(-c2nnc(Nc3ccc(CC(N)=O)cc3)c3ccccc23)cc1,1.1,3,-12,-0.05,-1,1,4,0,6

# Single values from above.
# Furin inhibitor, CCc1cc(C(=O)OC)c(N2C(=O)C3C4C=CC(C4)C3C2=O)s1 (centres undefined) = -10[20 µM]
# Thrombin inh, COc1ccccc1OCC(=O)NNC(=O)c1c(-c2ccccc2Cl)noc1C = 3

# (cont.)
SMILES,PERK inhibitor,p97 inhibitor,Furin inhibitor,KCC2 mod,hK5 inh,FXIa inh 1536,Wee1 degr inh,Thrombin inh,FXIIa inh
CS(=O)(=O)Nc1ccc(N2CCCCC2)c(Cl)c1,0.1,6,5[20 µM],0.32,-3,5,1,-5,3
COC(=O)Nc1ccc(OC)c(OC)c1,0.5,0,-11[20 µM],0.16,-15,6,5,-1,13
Cn1c(=O)c2c(O)c(Cc3ccccc3)c(=O)[nH]c2n(C)c1=O,0.1,-4,-11,1,-13,1,9,-3,4
CC(CCn1cccn1)NC(=O)c1cc(COc2ccc(F)cc2Cl)on1 (centres undefined),1.0,1,-18,-2.7,.,-1,3,-5,-1
COc1ccc(C=O)cc1CSc1nnc(COc2cccc3cccnc23)o1,-1.2,-2,-8[20 µM],-2.3,-8,5,0,-1,10
CCS(=O)(=O)N1CCCC(C(=O)NCCN2CCC(Cc3ccccc3)CC2)C1 (centres undefined),-0.6,2,-18,.,5,-26,-1,-4,0
COc1ccc(OCC(O)COc2ccc(OC)cc2)cc1,0.8,-2,-10,0.44,-1,16,1,-9,16
COc1ccc(NC(C)=O)cc1NC(=O)CSc1nc2ncccc2[nH]1,-0.2,-7,-14,-0.38,-15,7,3,-2,13
O=C(c1ccc(Cl)c(Cl)c1)N1CCC(=O)N(C(COCc2cccc(C(F)(F)F)c2)Cc2ccccc2)CC1 (centres undefined),-1.2,-8,-1,2.7,-2,-4,-1,-5,0
COc1ccc(-n2c(=O)cc(N3CCN(Cc4ccccc4)CC3)[nH]c2=O)cc1,0.9,10,-14,1.3,-3,-8,-2,-2,0
Cc1cccc(OCC(=O)N/N=C/c2ccccc2C(=O)O)c1,0.2,2,-3,0.26,42*,43*,-3,34,26
CC1CC(C)CN(Cc2nc(N)nc(Nc3ccccc3)n2)C1 (centres undefined),0.6,5,-13[20 µM],0.31,-1,3,-1,2,9
CCNc1nc(SC(C)C(=O)Nc2ccccc2)nc(N2CCOCC2)n1 (centres undefined),-0.4,-5,-5[20 µM],.,2,2,2,-4,10
CCS(=O)(=O)c1ccc2oc(=O)c(/C=C(\O)c3ccc(Cl)cc3)nc2c1,0.2,0,-17,0.51,-8,-2,-1,-14,-4
Cc1ccc(C(=O)Nc2ccc(C)c(S(=O)(=O)Nc3ccccc3Cl)c2)s1,0.0,6,-13,0.52,-17,4,4,-5,11
O=C(O)CC(c1ccc(Cl)cc1)n1cccc1 (centres undefined),1.4,5,-33,-1.3,-14,0,-1,-6,10
Cc1cccc(NC(=O)N(Cc2cc3cc(C)cc(C)c3[nH]c2=O)CC2COCCO2)c1 (centres undefined),-1.1,0,1[20 µM],.,12,-12,-4,6,-27
COCCn1ccc(O)c(Cc2ccccc2)c1=O,0.4,-5,-13[20 µM],-0.17,-21,5,-3,0,12
Cc1ccc(S(=O)(=O)N(CC(=O)N2CCc3ccccc3C2)c2cccc(Cl)c2)cc1,-0.8,-4,-8,-1.5,2,-1,0,-3,17
CS(=O)(=O)N(CC(=O)Nc1ccccc1-c1ccccc1)c1ccccc1,-0.5,-5,-7,0.59,-8,6,5,1,6

# 2 compounds from above with just Wee1 degr inh and Furin inhibitor:
SMILES	Wee1 degr inh	Furin inhibitor
CCNc1nc(SC(C)C(=O)Nc2ccccc2)nc(N2CCOCC2)n1 (centres undefined)	2	-5[20 µM]
CC(OC(=O)c1cccnc1)C(=O)Nc1ccc2c(c1)OCO2 (centres undefined)	1	-12

# Additional entries follow:
SMILES,PERK inhibitor,p97 inhibitor,Furin inhibitor,KCC2 mod,hK5 inh,FXIa inh 1536,Wee1 degr inh,Thrombin inh,FXIIa inh
O=C1OC(NC(=O)c2ccccc2)C(N2CCOCC2)=C1Cl (centres undefined),0.0,0,-19,.,-19,0,0,3,20
Cc1cc(C(=O)NNC(=S)NC(C)c2ccccc2)cs1 (centres undefined),0.2,3,3,-1.2,-47,4,0,-9,4
Cc1sc(NC(=O)C2CCCCC2C(=O)O)c(C(N)=O)c1-c1ccc(C(C)(C)C)cc1 (centres undefined),1.0,3,-12[20 µM],.,2,-4,-1,-4,-4
CN(NC(=O)c1ccccc1F)c1nc(C(F)(F)F)nc2ccccc12,0.2,0,-13,-1.7,-31,-9,-2,-2,-9
Cc1cccc(C2c3[nH]c4ccccc4c3CCN2Cc2ccc(C)s2)n1 (centres undefined),0.4,1,-27,1.2,.,-2,7,-11,8
O=C1COc2ccc(C(=O)CSc3nnc(Cc4cccs4)n3-c3ccc(Cl)cc3)cc2N1,1.0,10,-11[20 µM],-0.44,5,2,-2,2,17

# Assay outcomes from PubChem.
